APOBEC3A inh = APOBEC3A ssDNA deaminase inhibitors, primary screen, selectivity assay for APOBEC3G inhibitor project, biochemical, FAM/TAMRA oligo cleavage fluorescence; DNA dC->dU-editing enzyme APOBEC-3A (Homo sapiens), P31941; recombinant A3A, FAM/TAMRA ssDNA deamination fluorescence; inhibition, % at 20 µM; 330,000 tested, 0.41% active;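 active means at least 40% inhibition at 20 µM here, with at most 30% in a related deaminase screen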;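 further: plate controls were A3A with DMSO for no effect and wells lacking A3A enzyme for full effect; some results filed as inactive read as strong as hits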
Target sequence (P31941 whole entry, looked up): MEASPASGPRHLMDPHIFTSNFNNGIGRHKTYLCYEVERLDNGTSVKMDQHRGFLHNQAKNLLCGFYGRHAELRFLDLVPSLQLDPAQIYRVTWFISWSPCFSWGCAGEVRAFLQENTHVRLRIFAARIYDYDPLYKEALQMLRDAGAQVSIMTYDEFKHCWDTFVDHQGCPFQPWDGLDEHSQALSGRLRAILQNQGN
PfGluPho inh = PfG6PD enzyme inhibitors, primary screen, biochemical, fluorescence intensity, uHTS; PfGluPho enzyme, NADPH resazurin-diaphorase fluorescence; inhibition, % at 20 µM; 350,000 tested, 0.78% active; AID 504690, 2011;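 active means inhibition reaching at least a set limit at 20 µM in the primary screen, cut at about 59% in these data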;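 further: 0% = DMSO wells with substrate and 100% = DMSO wells lacking glucose-6-phosphate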
hIAP block = human IAP inhibitors, primary screen, biochemical, luminescence, uHTS. inhibition, % at 10 µM. purified IAP, CDP-Star luminescence, 30 min. 330,000 tested, 0.12% active. Intestinal-type alkaline phosphatase (Homo sapiens), P09923;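 active means inhibition reaching a set limit with compound at 10 µM in the primary screen, cut at about 35% in these data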;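 further: plate controls were DMSO wells with enzyme for no effect and no-enzyme buffer wells for full effect; values of inactives mirror those of a sister screen read the other way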
ATG4B inh = ATG4B protease inhibitors, primary screen, biochemical, fluorescence, uHTS. Cysteine protease ATG4B (Homo sapiens), Q9Y4P1. ATG4B cleavage of LC3-PLA2, NBD-HPC fluorescence, 1 h. inhibition, % at 8.33 µM. 340,000 tested, 0.51% active; in the data active means inhibition above about 40%
hIAP act = human IAP activators, primary screen, biochemical, luminescence, uHTS; purified human IAP, CDP-Star luminescence, 30 min; hits give high values; 1 = vehicle-only enzyme, 0 = enzyme-free background; Intestinal-type alkaline phosphatase (Homo sapiens), P09923; 330,000 tested, 0.16% active; activation factor at 10 µM; AID 2524, 2010;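 active means activation factor of the enzyme at least 2-fold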; further: the source names both 10 and 20 µM as test concentration; values of inactives mirror those of a sister screen read the other way
mIAP block = inhibitors of mouse IAP, primary screen, biochemical, luminescence, uHTS. intestinal alkaline phosphatase [Mus musculus]. purified mouse IAP, CDP-Star luminescence, 30 min. inhibition, % at 10 µM. 330,000 tested, 0.2% active. AID 2806, 2010;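 active means inhibition of at least 40% at 10 µM in the primary screen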;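 further: plate controls were DMSO with enzyme for no effect and no enzyme wells for full effect; values of inactives mirror those of a sister screen read the other way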
mIAP activ = activators of mouse IAP, primary screen, biochemical, luminescence, uHTS; muIAP, CDP-Star luminescence, 30 min; hits give high values; 1 = vehicle-only enzyme signal, 0 = enzyme-free wells; activation factor at 10 µM; 330,000 tested, 0.24% active; AID 2805, 2010;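 active means activation factor of at least 2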; further: the source names both 10 and 20 µM as test concentration; values of inactives mirror those of a sister screen read the other way
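also added = chemiluminescent substrate CDP-Star | test system = mouse IAP enzyme | signal = chemiluminescence readout | compound = DMSO-dissolved test compounds | incubation = 30 min at room temperature | benchmarks = DMSO wells, no-enzyme wells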
HKDC1 inh = HKDC1 hexokinase inhibitors, primary screen, biochemical, fluorescence, uHTS. AID 493160, 2011. inhibition, % at 20 µM. recombinant HKDC1, G6PDH/diaphorase resazurin coupled fluorescence. 340,000 tested, 0.16% active;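 active means inhibition above about 35% when tested at 20 µM, limit read from the data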;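 further: plate controls were DMSO wells with enzyme for no effect and DMSO wells lacking enzyme for full effect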
Target sequence (Q2TB90 whole entry, looked up): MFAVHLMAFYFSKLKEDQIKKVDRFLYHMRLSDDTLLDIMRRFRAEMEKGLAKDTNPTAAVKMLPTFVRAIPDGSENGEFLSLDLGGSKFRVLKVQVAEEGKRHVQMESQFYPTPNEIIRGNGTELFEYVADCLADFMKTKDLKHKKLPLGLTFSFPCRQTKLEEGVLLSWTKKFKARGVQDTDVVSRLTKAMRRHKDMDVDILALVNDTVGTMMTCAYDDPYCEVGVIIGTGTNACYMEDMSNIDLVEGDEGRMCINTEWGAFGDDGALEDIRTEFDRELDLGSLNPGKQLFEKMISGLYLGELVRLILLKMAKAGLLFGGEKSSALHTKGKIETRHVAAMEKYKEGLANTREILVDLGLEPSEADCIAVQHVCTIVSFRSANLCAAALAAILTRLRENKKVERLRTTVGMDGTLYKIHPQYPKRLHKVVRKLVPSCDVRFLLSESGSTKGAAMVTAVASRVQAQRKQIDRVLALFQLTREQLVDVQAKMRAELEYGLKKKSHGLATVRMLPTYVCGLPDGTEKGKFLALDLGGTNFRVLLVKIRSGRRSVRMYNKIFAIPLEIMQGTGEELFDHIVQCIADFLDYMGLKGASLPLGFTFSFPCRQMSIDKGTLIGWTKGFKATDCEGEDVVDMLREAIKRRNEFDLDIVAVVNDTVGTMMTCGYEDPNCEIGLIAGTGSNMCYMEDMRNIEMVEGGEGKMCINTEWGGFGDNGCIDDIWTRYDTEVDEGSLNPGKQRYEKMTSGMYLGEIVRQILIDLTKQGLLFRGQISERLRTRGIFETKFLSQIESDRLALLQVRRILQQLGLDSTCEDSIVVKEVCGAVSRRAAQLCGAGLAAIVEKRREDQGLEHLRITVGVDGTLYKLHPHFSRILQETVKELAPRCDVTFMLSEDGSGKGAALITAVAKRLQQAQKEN
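System: Recombinant HKDC1 hexokinase | Amount: HKDC1 at 5 µg/mL | Reagent: Glucose with 1 mM ATP | Doses: Single 20 µM dose | Incubation: Reaction time 90 min, room temperature, protected from light | Signal: Coupled resazurin fluorescence, excitation 525 nm, emission 613 nm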
* marks the source's active call; other numbers are inactive results; . = no result given.

SMILES	APOBEC3A inh	PfGluPho inh	hIAP block	ATG4B inh	hIAP act	mIAP block	mIAP activ	HKDC1 inh
Cc1cccc(-n2c(C)nc3cc(C(=O)N4CCOCC4)ccc32)c1	-5	-10	8	-1	0.92	-2	1	-5
C=CCNC(=O)/C(C#N)=C/c1ccc2c(c1)OCCO2	-7	-5	-10	-10	1.1	-8	1.1	2
COc1ccc(C(C(=O)NC(C)(C)C)N(C(=O)CNC(=O)c2cccs2)c2ccc(C)cc2)cc1OC (configuration not stated)	3	-16	-9	-2	1.1	-6	1.1	1
CCN(CC)S(=O)(=O)c1ccc(N2CCOCC2)c(NC(=O)c2cccc3c(=O)c(C)c(-c4ccccc4)oc23)c1	1	-9	18	-11	0.82	18	0.82	-4
CCOc1cc2c(cc1C(C)(C)C)NC(=O)CS2	-2	1	18	0	0.82	-9	1.1	6
O=C(Nc1ccc2c(c1)OCO2)c1ccc(S(=O)(=O)N2CCCC2)cc1	1	17	7	4	0.93	4	0.96	-10
Cc1ccc(-n2c(-c3cccc(C)c3)n[nH]c2=S)cc1	-6	32	-10	-1	1.1	2	0.98	5
O=C(NCc1ccc2c(c1)OCO2)c1c(-c2ccccc2)sc2ccccc12	-1	-14	2	10	0.98	-26	1.3	-4
CCCn1nc2cc(C(=O)NCc3ccccc3)ccc2c1OCC	-2	11	7	-9	0.93	2	0.97	-5
CCN1CCCC(NC(=O)c2scc3c2CCCC3)C1 (configuration not stated)	0	-6	2	-4	0.98	-1	1	-1
CCOc1ccccc1NS(=O)(=O)c1c(C)noc1C	-2	63*	-4	-6	1	2	0.98	0
COc1cccc(Nc2nc(N)nc(CCl)n2)c1	-2	-2	4	3	0.96	-1	1	2
CSc1nc2ccc(NS(=O)(=O)c3cccc(Cl)c3Cl)cc2s1	-5	-22	-1	-1	1	4	0.96	-1
O=C(CCc1nnc(COc2ccccc2)o1)NC1(c2ccccc2)CC1	-3	10	-5	-9	1.1	-6	1.1	-4
O=C(OCc1c(Cl)cccc1Cl)c1cccnc1Cl	4	1	12	-8	0.88	1	0.99	-3
COc1ccc(CNc2cc(C)nc3ncnn23)c(OC)c1	6	-3	-11	20	1.1	2	0.98	10
O=C(/C=N\O)NCCCNCc1ccccc1	-3	-1	1	-3	0.99	7	0.93	-1
CCCC(=O)Nc1cccc(C(=O)Nc2ccccc2OCC)c1	-3	.	-4	.	1	-14	1.1	.
O=C(Nc1cccc(-c2cccc(F)c2)c1)C1CCN(Cc2ccco2)CC1	9	21	-129	-5	2.3*	-12	1.1	-8
O=C(Nc1nnc(-c2ccco2)o1)c1cccc(N2C(=O)CCC2=O)c1	1	0	0	-1	1	10	0.9	3
COc1ccccc1C(C)NC(=O)Cc1ccsc1 (configuration not stated)	5	-12	-1	-2	1	-5	1	-4
O=C(O)c1ccn(COc2ccc(Br)cc2)n1	3	-17	0	7	1	-5	1	0
Cc1ccc(C(=O)CN2CCN(c3ccccn3)CC2)c(C)c1	-3	4	3	-7	0.97	1	0.99	-4
C=CC[C@H](CC(=O)OC(C)(C)C)C(=O)OC[C@@H]1CCCN1C(=O)[C@@H](CC=C)CC(=O)N[C@H](CO)Cc1ccccc1	-1	2	-9	-2	1.1	7	0.93	-5
Cc1c(O)c2ccccc2n(-c2ccccc2)c1=O	-4	11	5	-1	0.95	-7	1.1	4
O=C(COC(=O)c1ccc[nH]c1=O)NCCc1ccc(Cl)cc1Cl	1	0	6	-6	0.94	3	0.97	-7
COC(=O)CSc1nc(N)c(C#N)c(C(C)C)c1C#N	-3	0	15	3	0.85	0	1	0
O=C(COc1ccccc1[N+](=O)[O-])Nc1cc(C(=O)O)cc(C(=O)O)c1	2	13	-14	-5	1.1	1	0.99	10
Cc1ccc(CCNS(=O)(=O)c2c(C)nc3sccn3c2=O)cc1	0	6	11	-6	0.89	3	0.97	-3
Cc1cc(NC(=O)Cn2cc(C(F)(F)F)cc(Cl)c2=O)no1	-2	2	8	0	0.92	0	1	-6
O=C(COC(=O)c1ccc(Br)o1)Nc1ccc(N2CCOCC2)cc1	-2	13	5	-9	0.95	-6	1.1	-3
N#CC(c1ccc(Cl)cc1)c1ccc2c(C(F)(F)F)cc(C(F)(F)F)nc2n1 (configuration not stated)	-1	-31	17	0	0.83	15	0.85	-3
CCOC(=O)C(=Nc1ccccc1)NO	1	-8	21	23	0.79	6	0.94	-12
O=C(O)C1C2CCC(O2)C1C(=O)Nc1ccc(O)cc1 (configuration not stated)	0	16	-11	10	1.1	18	0.82	-10
CC(C)NS(=O)(=O)c1ccc(NC(=O)C(C)OC(=O)CCC2CCCCC2)cc1 (configuration not stated)	0	8	0	-16	1	-13	1.1	3
CC(C(=O)O)n1cnc2sc3c(c2c1=O)CCCC3 (configuration not stated)	-2	-9	10	-2	0.9	11	0.89	-4
O=c1ccc(NS(=O)(=O)c2ccccc2)cn1Cc1ccc(Cl)c(Cl)c1	0	-18	21	2	0.79	5	0.95	6
Cc1cc(S(=O)(=O)NCc2ccccc2)ccc1OCC(=O)NCc1ccncc1	-2	-19	-44	4	1.4	2	0.98	4
O=C(Nc1cccc(-c2nnc(-c3ccccc3)o2)c1)c1ccco1	-1	4	13	-3	0.87	7	0.93	-7
Cc1ccc(S(=O)(=O)NC(C)(C)C)cc1C(=O)OCC(=O)N1CCCC1=O	-4	-18	0	4	0.99	5	0.95	-1
COC(=O)[C@@H]1CCCN1C(=O)CCc1nnc(CCC2CCCCC2)o1	-2	1	-4	-5	1	-6	1.1	-3
O=C(C1CCN(Cc2cn[nH]c2-c2ccc(F)cc2F)CC1)N1CCOCC1	1	-5	-4	1	1	1	0.99	0
Cc1ccc(NC(=O)C2CCN(S(=O)(=O)c3cnc[nH]3)CC2)cc1C	2	-4	-26	-6	1.3	14	0.86	-9
CCN(Cc1ccccc1)C(=O)Cn1c(=O)n(-c2ccc(OC)cc2OC)c(=O)c2c(C)c(C)sc21	2	-9	-2	-5	1	5	0.95	-1
CCOC(=O)CNC(=S)N(Cc1ccccc1F)C1CCCCC1	-4	-14	6	-2	0.94	-16	1.2	2
CC(CNC(=O)C(C)C)NC(=O)C(C)C (configuration not stated)	2	-2	-2	-5	1	0	1	-4
Cc1[nH]c(=O)[nH]c(=O)c1/C=N/NC(=O)[C@H](C)N	0	11	-42	-1	1.4	2	0.98	-1
CC(C)c1nnc(NC(=O)CCC(=O)N2CCN(c3ccccn3)CC2)s1	0	5	-2	-3	1	-1	1	-2
CCN(CCNC(=O)C1CCN(S(=O)(=O)c2cccc3cccnc23)CC1)c1ccccc1	-3	-7	1	-2	0.99	1	0.99	-4
Clc1ccc(-c2cc(CSc3ccccc3)on2)cc1	0	22	10	9	0.9	-16	1.2	-2
CCCc1cc(=O)[nH]c(SCC(=O)N(C)C2CCCCC2)n1	-4	-4	2	4	0.98	-15	1.1	-4
Cc1ccc(N2C(=O)CC(N3CCSCC3)C2=O)c(C)c1 (configuration not stated)	0	3	-3	-9	1	-14	1.1	0
CC(C)CC(NC(=O)c1ccccc1)C(=O)OCC(=O)Nc1ccc(S(N)(=O)=O)cc1 (configuration not stated)	-3	20	-8	-2	1.1	6	0.94	0
CCC(=O)Nc1cccc(NC(=S)NC(=O)c2ccccc2)c1	1	-10	7	-2	0.93	7	0.93	-12
CCN(CC)C(=O)C1CCC(CNS(=O)(=O)c2cccc3cccnc23)CC1 (configuration not stated)	1	2	12	-9	0.88	4	0.95	-3
NNC(=S)Nc1ccc(Cl)cc1	-4	-4	-10	-1	1.1	23	0.77	-4
COc1ccc(/C=C/C(=O)NCCn2c(C)cc3ccccc32)cc1OC	-3	-2	16	-12	0.84	-4	1	-1
NC(=NCc1ccc2c(c1)OCO2)NC(=O)c1ccccc1	-3	32	3	15	0.97	-2	1	29
Cc1cc(C(=O)NNc2ccc(C)c(C)c2)no1	2	0	-17	-1	1.2	-6	1.1	3
Cc1cc(N2CCN(C(=O)c3ccco3)CC2)n2nc(-c3cccc(F)c3)cc2n1	3	-5	9	-6	0.91	6	0.94	5

Full records as entered above. Screens in order: APOBEC3A inh, PfGluPho inh, hIAP block, ATG4B inh, hIAP act, mIAP block, mIAP activ, HKDC1 inh
Cc1[nH]c(=O)[nH]c(=O)c1/C=N/NC(=O)[C@H](C)N is listed with 0, 11, -42, -1, 1.4, 2, 0.98, -1
CC(C)c1nnc(NC(=O)CCC(=O)N2CCN(c3ccccn3)CC2)s1 is listed with 0, 5, -2, -3, 1, -1, 1, -2
COc1ccc(/C=C/C(=O)NCCn2c(C)cc3ccccc32)cc1OC is listed with -3, -2, 16, -12, 0.84, -4, 1, -1
Clc1ccc(-c2cc(CSc3ccccc3)on2)cc1 is listed with 0, 22, 10, 9, 0.9, -16, 1.2, -2

Remaining list, next part:
SMILES	APOBEC3A inh	PfGluPho inh	hIAP block	ATG4B inh	hIAP act	mIAP block	mIAP activ	HKDC1 inh
CCOC(=O)C1(C(F)(F)F)N=C(C(F)(F)F)Nc2ccc(F)cc21 (configuration not stated)	1	5	-21	32	1.2	-5	1.1	-2
Cc1ccc(Nc2nc3c(c(=O)[nH]c(=O)n3C)n2Cc2ccc(F)cc2)cc1	-4	-7	7	2	0.93	-14	1.1	-6
C[C@H](CO)N1C[C@H](C)[C@@H](CN(C)S(=O)(=O)c2ccc(F)cc2)Oc2ccc(NC(=O)Nc3ccc4c(c3)OCO4)cc2C1=O	-1	34	-10	-17	1.1	-147	2.5*	2
CCCc1cc(=O)n2[nH]c(NCc3c(F)cccc3Cl)nc2n1	-3	-3	10	2	0.9	-2	1	1
CC(C)(Oc1ccc(Cl)cc1)C(=O)N1CCC(C(N)=O)CC1	3	-7	-14	-7	1.1	-9	1.1	-2
COc1ccc(NC(=O)CSc2ccc(-c3ccccn3)nn2)cc1OC	-3	31	1	-4	0.99	6	0.94	23
Cc1ccc(C)c(OCCC(=O)OCC(=O)Nc2ccc(Cl)cn2)c1	1	16	-6	2	1.1	5	0.95	-2
C[N+](C)=C1SCC(C)(/C=N/O)S1 (configuration not stated)	3	-1	2	9	0.98	9	0.91	-7
CCn1c(C)c(C(C)=O)c(N2CCN(c3ccc(F)cc3)CC2)nc1=S	3	-12	-9	-5	1.1	6	0.94	-3
CCOc1cc(N2CCOCC2)c(OCC)cc1NC(=O)COC(=O)CCOc1ccc(C)cc1	-2	8	-13	-2	1.1	-3	1	4
c1ccc(CCn2nnnc2C(c2cccnc2)N2CCN(c3ccccc3)CC2)cc1 (configuration not stated)	-4	-3	-17	-10	1.2	-7	1.1	-2
CC(NC(=O)CN(C)CC(=O)Nc1ccc(Cl)c(C(F)(F)F)c1)c1ccccc1 (configuration not stated)	-1	18	-18	-16	1.2	-6	1.1	2
Clc1ccc2oc3c(Cl)ncnc3c2c1	1	-10	-1	-4	1	11	0.89	9
Cc1c(C(c2ccc(O)cc2)c2c(C)n(C)n(-c3ccccc3)c2=O)c(=O)n(-c2ccccc2)n1C	-1	-13	3	0	0.97	4	0.96	-23

High-throughput results deposited in PubChem by Sanford-Burnham Center for Chemical Genomics.
